# Screening results: PubChem BioAssay, Broad Institute
# ERp5 inh = inhibitors of ERp5-driven insulin aggregation, primary screen, biochemical, turbidity, absorbance 650 nm, single point. Protein disulfide-isomerase A6 (Homo sapiens), Q15084. 90 min. inhibition, % at 9.99 µM. 350,000 tested, 0.05% active. AID 651711, 2012;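 active = mean replicate inhibition above about 25%, with every replicate also reaching it, limit read from the data, passing the limit was not always enough; inconclusive = only one of those two criteria met; inactive = neither criterion met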
# Target sequence (Q15084 whole entry, looked up): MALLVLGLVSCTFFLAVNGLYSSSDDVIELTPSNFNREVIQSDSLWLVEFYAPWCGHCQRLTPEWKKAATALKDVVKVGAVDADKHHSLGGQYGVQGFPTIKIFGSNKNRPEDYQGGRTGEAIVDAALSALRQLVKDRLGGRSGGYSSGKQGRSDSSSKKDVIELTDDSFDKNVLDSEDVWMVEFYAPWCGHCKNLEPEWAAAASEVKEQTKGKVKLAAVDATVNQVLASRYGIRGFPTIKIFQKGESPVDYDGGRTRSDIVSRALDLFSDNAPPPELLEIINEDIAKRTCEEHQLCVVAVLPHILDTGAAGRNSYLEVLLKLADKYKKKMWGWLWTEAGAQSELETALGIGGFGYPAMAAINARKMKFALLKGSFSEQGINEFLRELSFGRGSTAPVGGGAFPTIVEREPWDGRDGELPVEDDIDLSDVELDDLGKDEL
# SIRT5 inh = SIRT5 desuccinylase inhibitors, primary screen, biochemical, fluorescence imaging, single point, set 5 | Purified SirT5, succinyl-peptide AMC, trypsin-coupled fluorescence | inhibition, % at 15 µM | 330,000 tested, 1.1% active; in the data active = inhibition above about 15%; inconclusive = no clear call, values can overlap the other calls
# Target sequence (Q9NXA8 whole entry, looked up): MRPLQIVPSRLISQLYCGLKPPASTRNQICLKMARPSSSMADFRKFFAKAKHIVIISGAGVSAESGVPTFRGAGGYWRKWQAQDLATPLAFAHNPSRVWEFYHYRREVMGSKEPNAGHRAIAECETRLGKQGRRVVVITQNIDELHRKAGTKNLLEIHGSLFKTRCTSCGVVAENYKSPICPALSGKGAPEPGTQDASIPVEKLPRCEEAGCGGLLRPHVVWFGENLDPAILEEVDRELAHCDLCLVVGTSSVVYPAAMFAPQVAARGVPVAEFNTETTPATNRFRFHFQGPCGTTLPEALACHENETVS
# CASP6 VEID inh = human caspase-6 inhibitors, primary screen, biochemical, VEID-R110 fluorescence, single point, set 2; P55212; purified caspase-6, Z-VEID-R110 cleavage fluorescence; inhibition, % at 12.5 µM; 350,000 tested, 0.53% active; AID 686996, 2013;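 active = mean inhibition across replicates at least about 35%, with every replicate also reaching that limit, limit read from the data; inconclusive = only one of the two criteria met; inactive = neither criterion met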;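 also: 0% = median of neutral control wells and 100% = no fluorescence left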
# Target sequence (P55212 24-179 limits assumed): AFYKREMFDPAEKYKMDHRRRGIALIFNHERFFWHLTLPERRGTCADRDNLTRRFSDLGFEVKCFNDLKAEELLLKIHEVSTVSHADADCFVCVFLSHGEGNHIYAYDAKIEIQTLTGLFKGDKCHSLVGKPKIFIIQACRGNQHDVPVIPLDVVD
# Target sequence (P55212 194-293 limits assumed): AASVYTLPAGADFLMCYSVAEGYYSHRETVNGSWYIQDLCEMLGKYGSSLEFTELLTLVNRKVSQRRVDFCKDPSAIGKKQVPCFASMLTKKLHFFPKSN
# DENV2 CPE = inhibitors of DENV2 cytopathic effect, primary screen, cell-based, plate reader, single concentration; DENV2-infected cells, cytopathic effect rescue; AID 651640, 2012; 350,000 tested, 1.7% active; CPE inhibition, % at 9.99 µM; in the data active = CPE inhibition above about 20%, passing the limit was not always enough; inconclusive = no clear call, values can overlap the other calls; tested in BHK-21 cells;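 also: 0% = median of neutral control wells and 100% = median of positive control wells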
# F508del corr = F508del CFTR correction, initial screen, CFBE line, single point | CFBE cells, YFP halide quenching; stimulated with forskolin plus potentiator P3; % fluorescence drop versus neutral controls | activity (quench increase), % at 7.58 µM | 350,000 tested, 0.36% active;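 active = mean added fluorescence quench of at least 8% versus neutral control, with both replicates also reaching 8%; inconclusive = only one of the mean or replicate conditions met; inactive = mean below 8% and not both replicates reaching 8%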;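 also: cells transiently co-express mutant CFTR-F508del with the halide-sensitive YFP; corrector assay measuring rescue of mutant channel to the surface after 24 h compound exposure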
# miR-122 sensor = miR-122 Renilla sensor signal increase in Huh7, primary screen, miR-122 inhibitor project, cell-based, single point, plate reader. Huh7 miR-122 Renilla luciferase sensor, 48 h; neutral wells = 0, positive control = 100. activation (reporter increase), % at 12.5 µM. 340,000 tested, 0.3% active. AID 602342, 2012;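 active = mean replicate activation score at least 90 and every replicate individually at or above 90; inconclusive = only one of the two criteria met; inactive = neither criterion met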;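 also: higher luciferase means less miR-122 activity so hits act as miR-122 inhibitors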
# ERAP1 HTS inh = human ERAP1 aminopeptidase inhibitors, primary screen, biochemical, single point, plate reader; Endoplasmic reticulum aminopeptidase 1 (Homo sapiens), Q9NZ08; recombinant ERAP1, Leu-AMC fluorescence, 60 min; inhibition, % at 10.7 µM; 340,000 tested, 0.15% active; AID 652197, 2013;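 active = mean replicate inhibition of at least 30%, or all replicates individually reaching that 30% level; inactive = mean below 30% and not every replicate reaching it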;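 also: 0% = neutral control wells and 100% = L-leucinethiol positive control wells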
# * hit, by the source's call; u = inconclusive; x = not tested or not shown; & = joins results of further samples; [ ] = another dose, or the depositor's remark.
SMILES,ERp5 inh,SIRT5 inh,CASP6 VEID inh,DENV2 CPE,F508del corr,miR-122 sensor,ERAP1 HTS inh
COCCNC(=O)C1CC(c2ccc([N+](=O)[O-])cc2)=NO1 (stereo not given),-3,14,-2,x,-0.7,3,0
CCC(=O)N1CC2(C1)[C@@H](c1ccc(-c3ccc(F)cc3)cc1)[C@H](CO)N2C(=O)CC,7,0,0,27*,-2.3,x,3
O=C(C(NS(=O)(=O)c1cccc2nsnc12)c1ccccc1)N1CCN(c2ccccc2)CC1 (stereo not given),-9,3,3,9,0.4,x,2
CCc1ccccc1NC(=O)c1cc(-c2cccs2)on1,1,0,5,9,1.7,-1,-2
O=[N+]([O-])c1ccc(S(=O)(=O)NCC(c2ccco2)N2CCc3ccccc3C2)cc1 (stereo not given),-6,-5,0,-4,-0.7,x,0
O=[N+]([O-])c1cccnc1Nc1ccc(Cl)cc1,8,x,1,2,0.7,11,0
COc1ccc(C)cc1S(=O)(=O)n1cnc(C)c1,-1,-1,-2,-3,-0.1,-1,0
Cc1ccc(NC(=O)OCc2cc(-c3ccccc3)on2)cc1,2,-6,2,2,-0.5,x,4
CCN(CC)S(=O)(=O)c1ccc(N2CC(C(=O)NCc3ccco3)CC2=O)cc1 (stereo not given),1,-1,5,2,-0.8,-5,2
O=C(CSc1nc2ccccc2s1)NCc1cc([N+](=O)[O-])ccc1O,7,5,3,x,-0.5,1,1
CC(C)c1cccc(OCC(=O)Nc2ccc(S(=O)(=O)Nc3ccccn3)cc2)c1,1,2,1,-1,0.1,-2,0
COCCNC(=O)C1CC(=O)N(C2CCCCC2)C1 (stereo not given),4,-2,0,x,x,x,-1
CCCc1ccc2oc(C(=O)N3CCN(CC(=O)NC(C)C)CC3)c(C)c2c1,0,-1,2,-5,4.1,0,0
Cc1ccc(S(=O)(=O)Nc2cccc3c2O[C@@H](CN(C)Cc2ccc4c(c2)OCO4)[C@@H](C)CN([C@@H](C)CO)C3=O)cc1,-3,-4,2,1,-1.3,27[16.7 µM],0
O=C(O)c1cccc(-c2ccccc2)c1O,-3,-16,-1,3,0.8,-4,-3
COc1ccccc1N1CCN(C(=O)c2cn(Cc3ccccc3)nc2-c2cccnc2)CC1,7,-2,0,-2,2.5,18,2
CC1CN(C(=O)c2cccc(COc3ccccc3Cl)c2)CC(C)O1 (stereo not given),2,-2,-1,1,-4.7,x,0
COc1cc(-c2nc3cnccn3c2NC(C)(C)CC(C)(C)C)ccc1O,-7,3,2,1,4.4,-11,6
Cc1noc(C)c1S(=O)(=O)Nc1ccc2c(c1)C(=O)N([C@@H](C)CO)C[C@H](C)[C@@H](CN(C)C(=O)Nc1ccccc1)O2,-2,5,1,21*,2.9,-4[16.7 µM],-7
O=C(OCC(=O)N1CCCc2ccccc21)c1cc(Br)ccc1O,-8,-2,1,-1,1.5,x,-1
CO[C@@H]1CN(C)C(=O)c2cc(NC(=O)CC(F)(F)F)ccc2OC[C@H](C)N(C(=O)C2CCOCC2)C[C@@H]1C,5,x,2,26*,3.2,x,0
Cc1cc(S(=O)(=O)N2CCN(CC(=O)NCCc3cccs3)CC2)ccc1Br,3,-2,0,-4,2.9,x,1
CC(=O)N1CCc2c(sc(NC(=O)c3ccc([N+](=O)[O-])o3)c2C(N)=O)C1,-6,6,9,-2,-2.8,-4,6
CCCN(C)C[C@@H]1OCCCC[C@@H](C)Oc2ccc(NC(=O)CCC(F)(F)F)cc2C(=O)N([C@@H](C)CO)C[C@@H]1C,-8,3,-2,u,2.1,-5[16.7 µM],-1
CC(C)CN1CCN(Cc2cccc3nccnc23)CC1CCO (stereo not given),-2,3,-6,4,x,x,6
Cc1ccc(C(=O)C(C)OC(=O)Cn2[nH]c(=O)c3ccccc3c2=O)cc1 (stereo not given),-3,0,1,-2,-0.8,x,0
COc1cc(C2Nc3ccc4ncccc4c3C3=C2C(=O)CCC3)cc(OC)c1OC (stereo not given),3,9,2,0,1.7,x,4
COC(=O)c1cc2c(cc1[N+](=O)[O-])OCO2,3,1,3,x,2.4,x,-5
Oc1ccccc1/C=N/[n+]1ccccc1,3,-18,-5,8,-1.8,4,97*
COCC(=O)N(C)C[C@H]1Oc2cc(C#CCC3CCCC3)ccc2S(=O)(=O)N([C@H](C)CO)C[C@@H]1C,0,8,x,2,1.1,x,3
C(=Cc1c[nH]c2ccccc12)c1nccc2ccccc12,0,-5,5,-6,1.3,30,-2
O=C(C[C@@H]1C=C[C@@H](NC(=O)C2CCC2)[C@H](CO)O1)NCc1ccncc1,-1,-2,1,19,2.1,x,0
Cc1nonc1OCCNCCNc1ccc([N+](=O)[O-])cc1Cl,-2,x,0,-7,4.6,-7,8
CCC1(CC)NC(=O)N(CC(=O)OCC(=O)c2ccccc2OC)C1=O,3,-1,2,3,-0.4,x,-3
CCCCC(=O)N(C)c1c(C)nc2ccc(C(=O)NCCN(C)C)cn12,0,1,-19,-5,3.1,-1,-5
COc1ccc(C)cc1NC(=O)CCNC(=O)Cn1cnc2ccccc2c1=O,-1,18*,-1,7,0.3,-1,-1
O=C(CSc1nc(C2CC2)nc2c1cnn2-c1ccccc1)Nc1c[nH]c(=O)[nH]c1=O,0,-5,1,1,2.3,-3,0
Cc1ccccc1N=C1NC(=O)/C(=C/c2cccnc2)S1,1,-2,-1,-13,4.0,0,x
COc1cc2c(cc1OC)CN(C(=O)[C@H]1[C@@H]3C(=O)O[C@@H](c4ccccc4)[C@@H](c4ccccc4)N3[C@@H](c3ccccc3OCCO)[C@]13C(=O)Nc1ccc(C#CC4(O)CCCCCC4)cc13)CC2,0,10,2,-4,2.1,x,-2
Cc1noc(C)c1S(=O)(=O)Nc1ccc2c(c1)CC(=O)N([C@H](C)CO)C[C@@H](C)[C@H](CN(C)S(=O)(=O)c1ccc(F)cc1)O2,-13,1,x,-6,-0.9,-3[16.7 µM],3

# Sorted by the number under ERAP1 HTS inh (smallest number first): some entries from above.
molecule	ERp5 inh	SIRT5 inh	CASP6 VEID inh	DENV2 CPE	F508del corr	miR-122 sensor	ERAP1 HTS inh
CCCCC(=O)N(C)c1c(C)nc2ccc(C(=O)NCCN(C)C)cn12	0	1	-19	-5	3.1	-1	-5
C(=Cc1c[nH]c2ccccc12)c1nccc2ccccc12	0	-5	5	-6	1.3	30	-2
COc1ccc(C)cc1NC(=O)CCNC(=O)Cn1cnc2ccccc2c1=O	-1	18*	-1	7	0.3	-1	-1
CO[C@@H]1CN(C)C(=O)c2cc(NC(=O)CC(F)(F)F)ccc2OC[C@H](C)N(C(=O)C2CCOCC2)C[C@@H]1C	5	x	2	26*	3.2	x	0
Cc1noc(C)c1S(=O)(=O)Nc1ccc2c(c1)CC(=O)N([C@H](C)CO)C[C@@H](C)[C@H](CN(C)S(=O)(=O)c1ccc(F)cc1)O2	-13	1	x	-6	-0.9	-3[16.7 µM]	3
COc1cc(C2Nc3ccc4ncccc4c3C3=C2C(=O)CCC3)cc(OC)c1OC (stereo not given)	3	9	2	0	1.7	x	4
CC(=O)N1CCc2c(sc(NC(=O)c3ccc([N+](=O)[O-])o3)c2C(N)=O)C1	-6	6	9	-2	-2.8	-4	6

# Continuation.
SMILES,ERp5 inh,SIRT5 inh,CASP6 VEID inh,DENV2 CPE,F508del corr,miR-122 sensor,ERAP1 HTS inh
COCCOC(=O)N1C(=O)[C@@]2(c3cc(C#Cc4ccc(OC)cc4)ccc31)[C@H](c1ccccc1OCCO)N1[C@H](c3ccccc3)[C@H](c3ccccc3)OC(=O)[C@H]1[C@@H]2C(=O)NC[C@H](O)c1ccccc1,5,-6,0,4,-2.9,x,1
O=C(CC1SCCNC1=O)Nc1ccccc1Cl (stereo not given),-1,-1,-1,-5,0.4,x,6
COCCn1c(-c2ccc(F)cc2)nc2cccnc21,3,-3,-1,2,0.2,-4,0
COc1ccc(-c2cn3nc(SCC(=O)NCC4CCCO4)ccc3n2)cc1 (stereo not given),-8,-19,-2,0,-3.0,-1,-61
C[C@@H]1CN([C@@H](C)CO)C(=O)CCCn2nncc2CO[C@@H]1CN(C)CC1CC1,5,-3,4,14,-1.8,-1[16.7 µM],3
Cc1ccccc1NC(=O)Cn1cnc2c(oc3nc4c(cc32)CCCC4)c1=O,-1,0,0,-5,0.1,-4,-2
Cc1ccccc1-c1ccc([C@H]2[C@H]3CN(S(C)(=O)=O)CCCCN3[C@H]2CO)cc1,6,3,-3,-2,-1.3,3[16.7 µM],-3
O=C(CCC(=O)N1CCOc2ccccc21)NCCCN1CCCCC1,1,-1,-4,1,-1.3,x,1
Cc1[nH]nc2c1C(c1ccc(Br)cc1)NC2=O (stereo not given),-3,x,-6,15,-3.8,x,-5
CC(C)(C)OC(=O)N1CCC[C@H]1c1nnc(SCc2ccc(Cl)cc2)o1,20,-3,0,5,0.1,4,6
Cc1ccc(-c2nc(CSCC(=O)NC3CCN(Cc4ccccc4)CC3)c(C)o2)cc1,3,-6,-20,0,-3.2,-8,0
CC(=O)CSc1nc(-c2ccccc2)c(-c2ccccc2)o1,2,-2,0,10,0.9,x,x
CC(=O)c1cccc(NC(=O)C2=CC(c3ccco3)=NS(=O)(=O)N2C)c1,-10,0,1,2,3.2,-3,9
NS(=O)(=O)c1ccc(NC(=O)c2c(Cl)cccc2Cl)cc1,-3,-3,-3,1,6.2,0,2
O=C1C[C@@H]2CCN3C(=O)CCC[C@@H]([C@H]23)[C@H]1Cc1ccccc1,4,0,0,-2,1.6,-1,x
Cc1ccc(/C=N/NC(=O)C[n+]2ccccc2)o1,-4,21*,-13,3,-0.9,-6,-2
CCOc1ccc(N/C=C/C(=O)c2ccccc2)cc1,1,-2,1,14,1.4,-5,-4
COC(CNc1ncnc2c1cnn2C)OC,0,-4,1,17,0.6,x,-2
CCCOc1ccc(-c2c(C(=O)N/N=C/c3ccc(OCC)cc3)nnn2-c2nonc2N)cc1,1,0,2,1,x,1,0
CCOC(=O)C1(C)CCCCCN1C(=O)c1ccc(C(F)(F)F)nc1C (stereo not given),5,-1,1,8,2.1,-6,-1
O=C(CSCc1cnn(-c2ccccc2)c1-n1cccc1)NCc1cccnc1,2,-2,-5,x,-1.9,x,-4
N#Cc1ccc(C(=O)NC(=S)N2CCOCC2)cc1,-2,0,1,-6,1.8,-2,0
O=C(C[C@H]1C[C@@H]2c3cc(NC(=O)CC4CC4)ccc3O[C@@H]2[C@@H](CO)O1)NCc1cc(F)ccc1F,-8,9,x,-1,0.2,-2[16.7 µM],x
O=C(C1=C[C@H](c2ccccc2)C[C@H](OCc2ccc(CO)cc2)O1)N1CCN(Cc2ccccc2)CC1,5&0,-8&-3,0&-5,1&20,-0.5&1.4,-2,2&-6
Cc1ccc(S(=O)(=O)N(C)C[C@@H]2Oc3c(NS(=O)(=O)c4cn(C)cn4)cccc3C(=O)N([C@H](C)CO)C[C@@H]2C)cc1,1,-12,-1,5,-1.3,x,1
CC1(c2nnc(-c3ccc(Cl)cc3)o2)CC(c2cccc(Cl)c2)=NO1 (stereo not given),13,x,-6,-1,0.9,-14,-1
CCN1CCN(c2nc(Nc3ccccc3)nc(N)c2[N+](=O)[O-])CC1,-4,x,-5,5,x,-2,1
COc1ccccc1N(C(=O)CCl)c1cn(C(C)=O)c2ccccc12,0,-4,19,-23,-9.9,2,x
CC=Cc1ccc2n(c1=O)C[C@@H]1[C@@H](CO)[C@H](C(=O)NC3CCC3)[C@H]2N1Cc1cccnc1 (mixture of isomers),2,-11,-2,2,x,x,0
O=C(C[C@@H]1CC[C@H]2[C@@H](COC[C@@H](O)CN2Cc2ccccc2F)O1)N[C@H]1CCN(Cc2ccccc2)C1,8,8,0,16,0.1,-9[16.7 µM],0
COC(=O)c1ccc(-n2nnnc2SCC(=O)Nc2cc(OC)ccc2OC)cc1,1,0,0,1,-1.9,x,-3
Cc1cc(N2C(=O)C3C4CC(C(Br)C4Br)C3C2=O)no1 (stereo not given),-2,x,-1,u,-1.4,2,0
